Bioassay records (PubChem)
dFosB act – activators of mouse delta FosB homodimer; purified delta FosB, TAMRA-CDK5 oligo fluorescence polarization; percent of positive-control signal above neutral wells; activation, % at 25 µM; actives 0.99% (n = 340,000);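 active = mean activation above about 17%, with every replicate also reaching it, limit read from the data, passing the limit was not always enough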;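 note: fluorescence polarization rise as delta FosB binds a TAMRA Cdk5 AP-1 oligo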
Target sequence (P13346 whole entry, looked up): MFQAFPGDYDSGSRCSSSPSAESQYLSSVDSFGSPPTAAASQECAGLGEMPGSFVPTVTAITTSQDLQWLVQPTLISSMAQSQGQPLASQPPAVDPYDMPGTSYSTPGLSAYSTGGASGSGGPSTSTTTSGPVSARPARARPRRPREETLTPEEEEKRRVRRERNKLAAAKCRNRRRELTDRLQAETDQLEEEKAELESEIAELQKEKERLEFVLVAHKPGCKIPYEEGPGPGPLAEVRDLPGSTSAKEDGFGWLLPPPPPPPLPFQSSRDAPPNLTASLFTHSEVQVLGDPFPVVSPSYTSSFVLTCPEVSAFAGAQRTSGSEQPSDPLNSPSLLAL
CDK5 inh – CDK5/p35 (human) kinase inhibition. Q00535+Q15078. inhibition, % at 10 µM. Recombinant CDK5/p35, ADP-Glo luminescence, 60 min. actives 0.01% (n = 330,000);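 active = highest replicate inhibition of at least 50% and at least 75% of replicates reaching 50%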;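 note: plate controls were DMSO neutral control for no effect and GW8510 at 10 µM for full effect; many of its hits are not listed in these tables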
NSD2 inh – blocks human histone methyltransferase NSD2 | actives 0.54% (n = 310,000) | O96028 | inhibition, % at 12.5 µM | NSD2 peptide methylation, AlphaScreen, 120 min; in the data active = inhibition above about 50%
LANA DNA inh – inhibitors of KSHV LANA C-terminal domain DNA binding; inhibition, % at 9 µM; actives 0.078% (n = 340,000); MBP-C-LANA/FAM-LBS DNA binding, fluorescence polarization;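 active = highest replicate inhibition at or above 60% at 9 µM, even if other replicates fall short; inactive = all replicates below 60% inhibition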;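 note: 0% = neutral control wells and 100% = 4 µM acridine orange control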
RTF Ca sens inh – cardiac RTF calcium desensitization; actives 0.12% (n = 340,000); IANBD-labeled cardiac RTF, Ca2+ fluorescence; AID 493244; P19429+P45379; inhibition, % at 7.15 µM;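 active = inhibition above the mean inhibition of all tested compounds plus 3 SD, cut at about 17% in these data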;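 note: assay run at fixed EC70 calcium of 1.6 mM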
cardiac RTF act – cardiac RTF calcium sensitization; P19429+P45379; IANBD-labeled TnC RTF fluorescence at EC20 calcium; 0% EC20 calcium, 100% full calcium; activation, % at 7.2 µM; actives 0.24% (n = 340,000);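 active = activation above the mean over all tested compounds plus 3 SD, cut at about 30% in these data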;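 note: rise in fluorescence read as greater calcium sensitivity of cardiac thin filaments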
Rtt109 Vps75 – inhibitors of Candida albicans Rtt109/Vps75 histone acetyltransferase; AID 540336; actives 0.16% (n = 330,000); purified Rtt109/Vps75, ThioGlo CoA-SH fluorescence, 4 h; inhibition, % at 34.9 µM; Q5AAJ8;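 active = inhibition of at least 50% in every replicate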
Target sequence (Q5AAJ8 whole entry, looked up): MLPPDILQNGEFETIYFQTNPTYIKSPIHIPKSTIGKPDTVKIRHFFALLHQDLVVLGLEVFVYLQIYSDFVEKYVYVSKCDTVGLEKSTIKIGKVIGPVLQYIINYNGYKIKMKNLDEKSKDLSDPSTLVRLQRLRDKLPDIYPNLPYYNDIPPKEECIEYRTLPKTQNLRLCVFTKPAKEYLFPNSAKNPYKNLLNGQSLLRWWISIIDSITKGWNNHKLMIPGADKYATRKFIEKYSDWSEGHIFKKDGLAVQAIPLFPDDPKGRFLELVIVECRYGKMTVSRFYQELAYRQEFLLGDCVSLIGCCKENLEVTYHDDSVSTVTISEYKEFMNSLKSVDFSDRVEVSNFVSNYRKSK
Keap1-Nrf2 PPI – inhibitors of human Keap1-Nrf2 protein-protein interaction. inhibition, % at 9.4 µM. actives 0.15% (n = 340,000). Q14145. Keap1 Kelch-Nrf2 peptide fluorescence polarization, 1536-well. AID 504523; in the data active = inhibition above about 12%;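 note: human Keap1 Kelch domain with fluorescein labeled Nrf2 9mer peptide probe; 0% = neutral control wells and 100% = peptide positive control; higher means more block of Keap1 binding to Nrf2 peptide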
PvdQ inh – blocks Pseudomonas aeruginosa PvdQ acylase activity | inhibition, % at 10 µM | actives 0.063% (n = 340,000) | AID 488965 | purified PvdQ acylase, fluorescence plate reader; in the data active = inhibition above about 30%, passing the limit was not always enough;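 note: 0% = vehicle neutral wells and 100% = reference inhibitor wells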
PfHsp90 set2 – inhibits growth of yeast expressing Plasmodium falciparum Hsp90. AID 504621. inhibition, % at 9.4 µM. actives 0.32% (n = 310,000). S. cerevisiae expressing PfHsp90, BacTiter-Glo ATP, 48 h; yeast lacking PDR1 and PDR3 efflux regulators;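 active = every replicate shows inhibition above about 80%, whatever the replicate mean, limit read from the data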;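 note: 0% = DMSO neutral controls and 100% = 20 µM radicicol positive controls; yeast relying on Plasmodium falciparum Hsp90 in place of its own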
Mot1-301 SUMO – inhibitors of SUMOylation pathway: yeast Mot1-301 growth rescue; S. cerevisiae Mot1-301 growth rescue, ATP luminescence, 38.5C; percent above DMSO median, 100 means doubled; growth rescue, % at 18.8 µM; actives 1% (n = 320,000); AID 2716;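 active = every valid replicate shows activation above 250% relative to neutral control wells; inactive = the rest, any valid replicate at or below 250%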;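 note: OY570 slx delta 5 strain wells were the positive control but not used for scaling; some compounds called inactive have numbers as strong as hits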
* hit, by the source's call; · = not tested or not shown.

SMILES | dFosB act | CDK5 inh | NSD2 inh | LANA DNA inh | RTF Ca sens inh | cardiac RTF act | Rtt109 Vps75 | Keap1-Nrf2 PPI | PvdQ inh | PfHsp90 set2 | Mot1-301 SUMO
Cc1cc(NS(=O)(=O)c2ccc(NC(=O)c3cc(-c4cccnc4)nc4ccc(Cl)cc34)cc2)no1 | -4.2 | 1.0 | 25.8 | -0.9 | -4.3 | -5.7 | 8.2 | 3.7 | 1.8 | · | 0.5
Cc1cc(OC(=O)c2c(Cl)cccc2Cl)nc(C)n1 | -8.5 | 0.1 | -0.6 | -0.8 | -8.7 | 1.6 | 4.4 | -3.5 | 4.8 | 6.1 | -11.0
CCOc1ccc(NC(=O)CCNC(=O)C2CCN(S(=O)(=O)c3ccccc3)CC2)cc1 | -2.7 | 1.9 | 20.0 | -1.3 | 5.6 | -7.5 | 8.7 | -0.5 | 10.0 | 6.3 | 39.4
COc1ccc(CCNC(=O)C(=O)NN=C2CCCCCCC2)cc1OC | 2.3 | 1.6 | 0.4 | 2.1 | -4.8 | -3.3 | -7.8 | -3.0 | -0.1 | 15.6 | -3.2
O=C(NCC(=O)N(CC1CCCO1)C(C(=O)NC1CCCCC1)c1cccnc1)c1cccs1 (stereo not given) | -4.0 | -2.1 | 1.7 | -1.1 | -7.8 | 0.7 | -3.3 | 0.5 | -6.8 | -4.9 | -0.1
O=C(COC(=O)[C@@H]1CC(O)CN1S(=O)(=O)c1ccc(Cl)cc1)NC(=O)NCc1ccccc1 (stereo not given in full) | -2.6 | 0.3 | -1.5 | 1.2 | -4.3 | 2.2 | 1.1 | -1.6 | -6.2 | -5.8 | -7.0
Cn1c(=O)[nH]c(=O)c2c1nc(OC(=O)c1ccccc1)n2CC(O)COc1ccc(F)cc1 (stereo not given) | -19.9 | 2.2 | · | 0.7 | -4.0 | -5.7 | 23.4 | 0.4 | 8.5 | -6.3 | ·
O=C(c1ccco1)N(CCO)Cc1cc2cc3c(cc2[nH]c1=O)OCO3 | -0.4 | 0.2 | 1.5 | 0.8 | -2.5 | -6.3 | -4.2 | 0.5 | -11.9 | 0.1 | 4.4
COc1cc(/C=C2/C(=O)ON=C2C)ccc1OCc1ccccc1F | 0.5 | 8.9 | -2.8 | -0.8 | 2.2 | 0.4 | 7.1 | -6.1 | 13.3 | -11.4 | 120.9
COc1ccc2[nH]cc(CCCN3C(=O)c4ccccc4C3=O)c2c1 | 2.9 | -0.2 | 2.9 | 0.3 | -17.6 | -6.7 | 1.5 | 2.2 | -2.7 | -14.6 | 0.9
O=C(N/N=C/c1cc2c(cc1Cl)OCO2)c1ccc2c(c1)OCCO2 | -7.8 | 0.8 | -1.1 | -0.7 | 1.7 | -2.1 | 2.1 | 0.9 | -3.3 | -9.7 | 432.6
COCc1cc(Sc2c(Cl)cccc2Cl)nc(-c2ccccc2)n1 | -6.0 | -0.1 | -1.3 | 0.3 | -3.1 | -0.1 | -2.3 | -7.3 | -3.2 | -11.4 | 540.4
Cc1ccc(C(=O)C2CCN(S(=O)(=O)c3ccccc3C(=O)O)CC2)cc1 | -2.3 | -0.5 | 0.0 | -2.2 | -4.1 | -0.8 | -1.7 | -1.3 | -13.3 | -8.0 | ·
CCC1OC(=O)C(C)C(OC2C[C@@](C)(OC)C(O)C(C)O2)C(C)C(O[C@@H]2OC(C)CC(N(C)C)C2O)[C@](C)(O)CC(C)C(=NOCOCCOC)C(C)C(O)[C@]1(C)O (stereo not given in full) | -3.3 | -2.3 | · | -0.3 | 9.9 | 2.0 | -3.5 | -2.7 | -9.8 | 4.0 | 4.3
COc1ccc(CNC(=O)c2csc(Cc3ccccc3)n2)cc1 | 0.8 | -0.2 | 1.4 | -0.6 | -3.2 | -2.3 | -11.5 | -0.7 | -15.6 | · | -5.7
CCCCN(C(=O)CSc1nn(-c2ccc(F)cc2)c(=S)s1)c1c(N)n(CCCC)c(=O)[nH]c1=O | -3.4 | 0.3 | · | 2.1 | -3.5 | 3.3 | 17.3 | -3.9 | 12.0 | 8.2 | -23.7
Cc1ccccc1C(=O)NNC(=O)c1cccc([N+](=O)[O-])c1 | 1.8 | 0.6 | -1.6 | 0.0 | -0.6 | 5.0 | 2.2 | -0.4 | 4.9 | -1.4 | -3.3
CCOc1ccc(-n2cnc3sc(C)c(C)c3c2=O)cc1 | -3.2 | -1.0 | 1.3 | -2.6 | -11.7 | 0.0 | -0.6 | -2.1 | -15.5 | -8.8 | 18.1
O=C(C1CCN(C2CCN(Cc3ccc4c(c3)CCO4)CC2)CC1)N1CCOCC1 | -5.0 | -0.1 | -2.1 | 0.8 | -6.6 | 5.4 | -1.3 | -0.6 | -4.6 | · | -0.7
COC(=O)COc1nc(C)c(Br)c(OC)n1 | -2.4 | -0.4 | -0.9 | 1.1 | 1.3 | 2.2 | -10.7 | -5.2 | -3.0 | 3.2 | 4.2
CCOC(=O)C1CCN(CC(C)(C)NS(=O)(=O)c2ccc(Cl)cc2)CC1 | -6.7 | -1.1 | -9.0 | 1.0 | -4.2 | -2.1 | 0.4 | -9.6 | -20.7 | 16.4 | 338.4*
O=c1c2ccccc2nc2n1CCO2 | 3.9 | 1.4 | -0.1 | -0.9 | -6.1 | -2.8 | 5.2 | -1.6 | 7.2 | 15.1 | 108.5
CN(C(=O)C1CCC(=O)N(Cc2cccc(F)c2)C1)C1CCCCC1 (stereo not given) | -5.8 | 1.4 | -1.7 | 0.4 | -5.7 | -4.4 | 1.1 | -3.7 | -13.3 | -5.0 | 40.5
O=C(O)CCN(CCC(=O)O)S(=O)(=O)c1ccccc1 | 4.5 | 0.2 | -3.7 | 0.2 | -10.0 | 2.5 | 2.2 | -6.9 | -15.1 | · | 12.1

Whole records from above. Order of values: dFosB act | CDK5 inh | NSD2 inh | LANA DNA inh | RTF Ca sens inh | cardiac RTF act | Rtt109 Vps75 | Keap1-Nrf2 PPI | PvdQ inh | PfHsp90 set2 | Mot1-301 SUMO
Shown for Cc1ccc(C(=O)C2CCN(S(=O)(=O)c3ccccc3C(=O)O)CC2)cc1 = -2.3 | -0.5 | 0.0 | -2.2 | -4.1 | -0.8 | -1.7 | -1.3 | -13.3 | -8.0 | ·
Shown for CN(C(=O)C1CCC(=O)N(Cc2cccc(F)c2)C1)C1CCCCC1 (stereo not given) = -5.8 | 1.4 | -1.7 | 0.4 | -5.7 | -4.4 | 1.1 | -3.7 | -13.3 | -5.0 | 40.5

Some of these compounds in order of heavy-atom count, highest first.
SMILES | dFosB act | CDK5 inh | NSD2 inh | LANA DNA inh | RTF Ca sens inh | cardiac RTF act | Rtt109 Vps75 | Keap1-Nrf2 PPI | PvdQ inh | PfHsp90 set2 | Mot1-301 SUMO
Cc1cc(NS(=O)(=O)c2ccc(NC(=O)c3cc(-c4cccnc4)nc4ccc(Cl)cc34)cc2)no1 | -4.2 | 1.0 | 25.8 | -0.9 | -4.3 | -5.7 | 8.2 | 3.7 | 1.8 | · | 0.5
O=C(C1CCN(C2CCN(Cc3ccc4c(c3)CCO4)CC2)CC1)N1CCOCC1 | -5.0 | -0.1 | -2.1 | 0.8 | -6.6 | 5.4 | -1.3 | -0.6 | -4.6 | · | -0.7
COc1ccc(CCNC(=O)C(=O)NN=C2CCCCCCC2)cc1OC | 2.3 | 1.6 | 0.4 | 2.1 | -4.8 | -3.3 | -7.8 | -3.0 | -0.1 | 15.6 | -3.2
COc1cc(/C=C2/C(=O)ON=C2C)ccc1OCc1ccccc1F | 0.5 | 8.9 | -2.8 | -0.8 | 2.2 | 0.4 | 7.1 | -6.1 | 13.3 | -11.4 | 120.9
COc1ccc(CNC(=O)c2csc(Cc3ccccc3)n2)cc1 | 0.8 | -0.2 | 1.4 | -0.6 | -3.2 | -2.3 | -11.5 | -0.7 | -15.6 | · | -5.7
CCOc1ccc(-n2cnc3sc(C)c(C)c3c2=O)cc1 | -3.2 | -1.0 | 1.3 | -2.6 | -11.7 | 0.0 | -0.6 | -2.1 | -15.5 | -8.8 | 18.1
O=C(O)CCN(CCC(=O)O)S(=O)(=O)c1ccccc1 | 4.5 | 0.2 | -3.7 | 0.2 | -10.0 | 2.5 | 2.2 | -6.9 | -15.1 | · | 12.1
Cc1cc(OC(=O)c2c(Cl)cccc2Cl)nc(C)n1 | -8.5 | 0.1 | -0.6 | -0.8 | -8.7 | 1.6 | 4.4 | -3.5 | 4.8 | 6.1 | -11.0
COC(=O)COc1nc(C)c(Br)c(OC)n1 | -2.4 | -0.4 | -0.9 | 1.1 | 1.3 | 2.2 | -10.7 | -5.2 | -3.0 | 3.2 | 4.2
